# OX1R antag = antagonists of human orexin 1 receptor (OX1R); Orexin/Hypocretin receptor type 1 (Homo sapiens), O43613; OX1R-expressing cells, FRET antagonist read-out; inhibition, % at 6.6 µM; hit rate 1.8% among 330,000; AID 485270, 2010; in the data active = inhibition mostly above about 38%, no sharp cut-off; inactive = mostly below about 40%;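 also: 0% = agonist challenge alone and 100% = reference antagonist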
# Target sequence (O43613 whole entry, looked up): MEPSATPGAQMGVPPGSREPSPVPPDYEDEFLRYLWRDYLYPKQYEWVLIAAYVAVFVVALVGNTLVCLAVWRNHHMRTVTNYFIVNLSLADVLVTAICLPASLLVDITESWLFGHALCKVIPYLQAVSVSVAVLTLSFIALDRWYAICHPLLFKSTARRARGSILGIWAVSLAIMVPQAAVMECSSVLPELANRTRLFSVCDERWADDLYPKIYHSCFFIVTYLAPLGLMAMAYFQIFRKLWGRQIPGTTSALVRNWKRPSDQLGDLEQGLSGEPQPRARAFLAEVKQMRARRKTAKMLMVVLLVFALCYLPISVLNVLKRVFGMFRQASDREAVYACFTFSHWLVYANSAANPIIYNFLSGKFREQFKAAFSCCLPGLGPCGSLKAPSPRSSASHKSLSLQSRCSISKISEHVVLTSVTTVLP
# STK33 kinase inh = inhibitors of purified STK33 kinase, primary screen, biochemical, ADP-Glo luminescence, homogeneous, cell-free; Serine/threonine-protein kinase 33 (Homo sapiens), Q9BYT3; hit rate 0.073% among 320,000; inhibition, % at 10 µM; MBP phosphorylation;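 active = inhibition at or above 25%, using the most active replicate where run in duplicate; inactive = inhibition below 25%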
# Target sequence (Q9BYT3 whole entry, looked up): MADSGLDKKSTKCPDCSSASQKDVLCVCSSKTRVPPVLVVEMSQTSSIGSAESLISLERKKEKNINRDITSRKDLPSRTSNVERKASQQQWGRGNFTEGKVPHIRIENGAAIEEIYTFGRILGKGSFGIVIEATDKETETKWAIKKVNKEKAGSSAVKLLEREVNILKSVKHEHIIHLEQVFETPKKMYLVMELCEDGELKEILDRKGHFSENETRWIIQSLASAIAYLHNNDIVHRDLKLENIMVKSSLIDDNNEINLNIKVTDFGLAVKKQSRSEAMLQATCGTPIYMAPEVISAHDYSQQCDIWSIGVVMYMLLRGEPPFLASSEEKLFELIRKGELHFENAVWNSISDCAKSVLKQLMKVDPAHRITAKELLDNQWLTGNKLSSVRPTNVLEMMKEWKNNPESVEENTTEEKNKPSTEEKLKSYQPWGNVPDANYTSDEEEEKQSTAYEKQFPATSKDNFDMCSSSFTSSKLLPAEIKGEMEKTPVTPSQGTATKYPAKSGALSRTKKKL
# The depositor's hits bear a star; . = no result given.
OX1R antag	STK33 kinase inh	SMILES
2	-1.4	CCC(C)N(C(=O)COC(=O)c1nc2nc(C)cc(C)n2n1)C1CCS(=O)(=O)C1 (stereo not drawn)
10	2.0	CCCS(=O)(=O)c1c(S(=O)(=O)CCC)c2cnccn2c1C(=O)c1ccc(OC)cc1
15	-1.7	O=C(Cn1c(SCC(=O)N2CCCc3ccccc32)nc2ccccc21)N1CCCC1
21	0.0	O=C(NCc1ccccc1)Nc1cccn(Cc2ccccc2Cl)c1=O
8	0.7	CCN(Cc1ccccc1)S(=O)(=O)c1ccc(OC)cc1
11	-1.3	C=CCNC(=S)Nc1nc2c(cc1C(=O)OCC)COC(C)(C)C2
18	0.3	C=CCNc1nc(C(=O)OCC(=O)c2ccccc2)cs1
28	-0.2	Cc1ccc(SCC2(O)CCN(C(=O)c3ccc(Cl)cc3)CC2)cc1
9	-1.8	Cn1c(COc2ccccc2)nnc1SCc1cc(=O)[nH]c2ccccc12
30	-1.8	NNC(=O)COc1ccccc1F
21	-1.2	Cc1nc2ccc(S(=O)(=O)NC(C(=O)NCc3cccs3)C(C)C)cc2s1 (stereo not drawn)
2	-0.1	COc1cc(NS(=O)(=O)c2ccc(OC)c(OC)c2)cc(OC)c1
30	0.7	O=C(Cc1ccccc1)N[C@@H](Cc1ccccc1)C(=O)O
9	1.2	O=C(NC1CCS(=O)(=O)C1)c1cnccn1 (stereo not drawn)
7	-0.3	CCC1(CC)Cc2ccccc2C(=O)N1
7	0.7	O=C(CSc1cccc(C(F)(F)F)c1)Nc1cc(S(=O)(=O)N2CCCC2)ccc1Cl
20	-1.3	N#CCSc1n[nH]c2nc3c(c(=O)n12)C1(CCCCC1)Cc1ccccc1-3
30	0.8	COc1cccc(CNC(=O)CC(NC(C)=O)c2ccccc2)c1 (stereo not drawn)
10	-4.0	O=C(NC(Cc1ccccc1)C(=O)O)/C(=C\c1ccco1)NC(=O)c1ccco1 (stereo not drawn)
14	-1.8	CC(C)c1ccc(OCC(=O)NCc2n[nH]c(=O)c3ccccc23)cc1
7	-1.0	Cc1ccc(C)c(N(CC(=O)NC2CCCCC2)C(=O)c2csnn2)c1
4	-1.4	CC(=O)Nc1ccc(NC(=O)c2ccc(N(C)S(=O)(=O)c3ccc(C)cc3)cc2)cc1
5	-0.4	O=C(C1CC(=O)N(c2ccc3c(c2)OCCO3)C1)N1CCN(Cc2ccccc2)CC1 (stereo not drawn)
15	.	CC(=O)c1ccc(NC2c3ncccc3C(=O)N2Cc2ccc(F)cc2)cc1 (stereo not drawn)
20	-1.6	O=C(O)COc1cccc(NC(=O)C2CCCO2)c1 (stereo not drawn)
-6	-2.2	COc1ccc(CNC(=O)CC(C)S(=O)(=O)c2ccc3c(c2)NC(=O)CO3)cc1 (stereo not drawn)
44	0.1	CCN=C(Nc1ccc2c(c1)OCO2)SC1CC(=O)N(c2ccccc2F)C1=O (stereo not drawn)
24	-1.8	Cc1ccccc1Cn1ccc(-c2ccc3c(c2)OCO3)n1
3	0.4	O=C(c1cccc(NC2=NC3CS(=O)(=O)CC3S2)c1)N1CCN(c2cccc(Cl)c2)CC1 (stereo not drawn)
10	-2.5	O=C(O)C1Cc2ccccc2CN1S(=O)(=O)c1ccc2ccccc2c1 (stereo not drawn)
11	.	CC(C)/C=C1\CC/C(=C\c2ccc(N(C)C)cc2)C1=O
16	-0.5	Cc1ccc(C)c(OCc2ccc(C(=O)N3N=C(C(F)F)CC3(O)C(F)F)o2)c1 (stereo not drawn)
24	-1.1	Cc1cc(OCC(=O)Nc2ccc(CN3CCCCC3)cc2)ccc1Cl
1	-1.1	COc1cc(OC)cc(C(=O)N[C@H](C(=O)OCC(=O)Nc2ccc(F)c(F)c2F)C(C)C)c1
19	0.5	CC(C)c1nnc(NC(=O)CCC(=O)N2CCN(c3ccccc3F)CC2)s1
17	-1.1	CC(=O)N1CCN(C(=O)c2cc(S(=O)(=O)N(C)c3ccc(F)cc3)ccc2Cl)CC1
20	-0.4	Cc1nc(-c2ccc(NC(=O)C3CC3)cc2)cs1
33	-0.4	COc1ccc(NC(=O)CSc2nc3scc(C)c3c(=O)[nH]2)cc1
-2	-4.6	O=C1C2CC=CCC2C(=O)N1c1n[nH]c(-c2ccccc2)n1 (stereo not drawn)
27	-0.8	Cc1cc(C)cc(NC(=O)N2CCCN(Cc3c(F)cccc3Cl)CC2)c1

# For convenience, two of the compounds above:
OX1R antag	STK33 kinase inh	SMILES
11	.	CC(C)/C=C1\CC/C(=C\c2ccc(N(C)C)cc2)C1=O
16	-0.5	Cc1ccc(C)c(OCc2ccc(C(=O)N3N=C(C(F)F)CC3(O)C(F)F)o2)c1 (stereo not drawn)

# Carrying on:
OX1R antag	STK33 kinase inh	SMILES
6	-0.1	CCOc1cccc(CNCc2cccnc2)c1OCc1ccccc1
16	-0.2	COc1ccc(CN2C(=O)c3cccnc3C2Nc2cc(Cl)ccc2OC)cc1 (stereo not drawn)
-1	-0.2	O=c1c2ccccc2nnn1Cc1ccccc1
35	-0.2	CCNc1sc(C(=O)c2cccs2)c(N)c1C#N
6	-1.8	CC(C)c1ccc(Nc2c([N+](=O)[O-])c(=O)n(C)c3ccccc23)cc1
12	-0.4	COCCNC(=O)CN(C(=O)CCC(=O)Nc1cc(C)on1)c1cccc(C)c1C
16	-1.9	O=C(NCCc1ccccc1)C(c1cccs1)N(C(=O)c1csnn1)C1CC1 (stereo not drawn)
28	-0.9	COC(=O)C1(C(O)C(=O)c2ccc(C)cc2C)CCCCC1 (stereo not drawn)
15	-1.1	CCOC(=O)c1c(NC(=O)CSc2nnc(C)s2)sc2c1CCCCC2
29	-0.1	COc1ccc(-c2cc(C)no2)cc1S(=O)(=O)NCC(C)c1ccccc1 (stereo not drawn)
5	-0.5	Cc1ccc(NC(=O)Nc2ccccc2CC[N+](=O)[O-])cc1
35	-0.6	CC(NS(=O)(=O)/C=C/c1ccccc1)c1ccccc1 (stereo not drawn)
26	1.2	CC(C)(C)C(=O)COC(=O)CCc1nc2ccccc2[nH]c1=O
11	-0.9	Cc1cccc(NC2=C(Cl)C(=O)OC2OC(=O)c2ccco2)c1 (stereo not drawn)
17	-0.6	CC(=O)N1CCc2cc(C(=O)CN3CCN(c4ccccn4)CC3)ccc21
9	-0.7	O=C(COC(=O)c1cc(Cl)ccc1[N+](=O)[O-])NCc1ccc(Cl)cc1Cl
4	-1.3	FC(F)(F)c1n[nH]c(=S)n1/N=C/c1ccco1
8	-0.6	CCC1CCCCN1C(=O)CSc1nnc(-c2ccco2)o1 (stereo not drawn)
12	-0.1	COc1ccc(S(N)(=O)=O)cc1C(=O)NCC1(N2CCCCC2)CCCCC1
12	-0.4	CCC(=O)c1cc2c(cc1NC(=O)c1ccccc1)OCCO2

# Sorted by the number under STK33 kinase inh (high to low): 6 from the list above
OX1R antag	STK33 kinase inh	SMILES
9	1.2	O=C(NC1CCS(=O)(=O)C1)c1cnccn1 (stereo not drawn)
30	0.7	O=C(Cc1ccccc1)N[C@@H](Cc1ccccc1)C(=O)O
21	0.0	O=C(NCc1ccccc1)Nc1cccn(Cc2ccccc2Cl)c1=O
16	-0.2	COc1ccc(CN2C(=O)c3cccnc3C2Nc2cc(Cl)ccc2OC)cc1 (stereo not drawn)
5	-0.4	O=C(C1CC(=O)N(c2ccc3c(c2)OCCO3)C1)N1CCN(Cc2ccccc2)CC1 (stereo not drawn)
35	-0.6	CC(NS(=O)(=O)/C=C/c1ccccc1)c1ccccc1 (stereo not drawn)

# (more compounds)
OX1R antag	STK33 kinase inh	SMILES
63*	-2.8	Cc1noc(/C=C/c2ccccn2)c1[N+](=O)[O-]
-9	.	COc1ccc2c(-c3ccc(OCCN4CCOCC4)cc3)c(-c3ccccc3OC)sc2c1
12	-1.1	O=Nc1c(-c2cccc([N+](=O)[O-])c2)nc2ncccn12
4	-0.7	O=C(O)CCc1nc(-c2ccccc2)no1
22	-0.5	O=C(CS(=O)(=O)c1cn(Cc2cccc(F)c2)c2ccccc12)N1CCCCC1
8	-1.2	Cc1cc(N2CCN(C3CCCCC3)CC2)n2nc(C)nc2n1
23	0.5	N/C(=N\N=C\c1ccc2c(c1)OCO2)c1nonc1N
48	1.3	CCc1ccc2[nH]c(=O)c(CN(Cc3ccccc3OC)Cc3nnnn3Cc3ccco3)cc2c1
12	0.9	CC1Oc2ccccc2N(CC(=O)c2ccc(F)cc2)C1=O (stereo not drawn)
11	-1.2	CCOc1ccc(NC(=O)CSc2nnc(CCNC(=O)c3ccc(OC)cc3)n2CC)cc1
11	-0.6	O=C(CN1C(=O)NC2(CCCCCCC2)C1=O)Nc1ccc(Br)cc1
9	-0.4	COc1ccccc1NC(=O)CC(=O)Nc1ccccc1OC
29	0.0	CCC(OC(=O)C(NC(=O)c1ccccc1)c1ccccc1)C(=O)Nc1cc(C)on1 (stereo not drawn)
29	-1.2	Cc1csc(NC(=O)c2cc3c(C)nn(Cc4ccccc4Cl)c3s2)n1
18	-0.8	CCOc1ccc(NC(=O)CN(C)C(=O)CCNC(=O)c2ccc(Br)cc2)cc1OCC
15	-1.3	Cc1nc(CC(=O)NNS(=O)(=O)c2ccc(F)c(Cl)c2)cs1
9	-1.0	Cc1ccc(Cl)c(NC(=O)CSc2cccc[n+]2[O-])c1Cl
24	1.0	Cc1ccc(-n2nnnc2SCC(=O)c2ccc3c(c2)NC(=O)CO3)c(C)c1
5	.	CN(C)C(CNC(=O)c1cccs1)c1ccco1 (stereo not drawn)
18	-0.8	COc1cc(C(=O)N2CCN(C)C(C)C2)ccc1OC1CCN(C(C)=O)CC1 (stereo not drawn)
20	-1.5	COc1cccc(CN2CCNC(=O)C2CC(=O)N2CCCCO2)c1OC (stereo not drawn)
20	0.0	C=CCn1c(SCC(=O)Nc2ccccc2F)nc2ccccc2c1=O
62*	-0.5	CSC1=C(C#N)C(c2ccccc2Cl)C(C(=O)c2cccs2)C(O)(C(F)(F)F)N1 (stereo not drawn)
-6	2.0	COc1ccc(C)cc1S(=O)(=O)Nc1ccc(F)c(Cl)c1
3	-0.4	CNC(=S)Nc1cccc(C(C)=O)c1
35	-1.5	COc1ccc(S(=O)(=O)N(CCCN2CCOCC2)Cc2ccc(OC)c(OC)c2)cc1
4	0.6	CC(C)c1ccc(C(O)P(=O)(OC2CCCCC2)OC2CCCCC2)cc1 (stereo not drawn)
28	-0.8	Cc1cccc(N2CCN(C(=O)CC(NC(=O)c3ccccc3Cl)c3ccccc3)CC2)c1C (stereo not drawn)
6	-1.4	CCc1nnc(NC(=O)Cc2sc(C)nc2-c2ccc(C)cc2)s1
5	4.3	COC(=O)c1sc(-c2ccc(Cl)cc2)cc1NC(=O)CSCC(=O)O
7	-2.3	CS(=O)(=O)N1CCCC(C(=O)Nc2ccc(F)cc2F)C1 (stereo not drawn)
7	-0.9	CN(Cc1nc(-c2cnccn2)no1)CC1(c2ccccc2)CC1(C)C (stereo not drawn)
15	-1.2	CC(NS(=O)(=O)c1ccc(Br)cc1)C(c1cccs1)N1CCN(C)CC1 (stereo not drawn)
27	-0.7	CCCCCc1cc(=O)oc2c(C(CCN3CCN(c4ccccc4)CC3)c3ccc4c(c3)OCO4)c(OC)cc(OC)c12 (stereo not drawn)
0	0.2	CC1CN(C(=O)Cn2cc(SCC(=O)N3CCOCC3)c3ccccc32)CC(C)O1 (stereo not drawn)
20	-1.8	C[C@@H](NC(=O)c1nc[nH]c1C(=O)NCC(=O)OCc1ccccc1)c1ccccc1
13	1.0	COc1ccc(CCNc2cc(N3CCN(C(=O)c4ccccc4OC)CC3)ccc2[N+](=O)[O-])cc1OC
29	-1.8	CN(C(=O)c1cccc([N+](=O)[O-])c1)c1ccccc1C(=O)NCc1ccccc1
18	0.4	COc1cccc(CN2CCN(C(=O)c3cc(-c4ccccn4)nc4ccc(Cl)cc34)CC2)c1
0	-0.5	O=C(CCS(=O)(=O)c1ccc(F)cc1)Nc1ccc(N2CCN(Cc3ccccc3)CC2)cc1
17	-3.7	Cc1ccc(S(=O)(=O)Nc2cccc(C(=O)NCc3ccccn3)c2)cc1F
5	-3.5	CC1CCC(C(=O)NC(C(=O)NCCCN2CCOCC2)C(C)C)CC1 (stereo not drawn)
21	-0.3	CCC(Oc1ccccc1)C(=O)Nc1nc2c(s1)C(=O)CC(C)(C)C2 (stereo not drawn)
17	-0.6	Cc1c(C)n(C)c2ccc(C(=O)NCCCN3CCN(c4ccccc4F)CC3)cc12
-1	-1.6	Cc1cccc(NC(=O)CCN2CC(C)CC(C)C2)c1 (stereo not drawn)
10	0.7	O=C1[C@@H]2[C@H](C(=O)N1Cc1cccnc1)[C@H]1C=C[C@@H]2C1
5	-1.5	Cc1nn(C)c(C)c1/C=C(/C(=O)C(C)(C)C)n1cncn1
15	-0.7	O=C(CN1C(=O)c2ccccc2S1(=O)=O)NCc1ccco1

# An excerpt of these results, tab-delimited:
Compound	OX1R antag	STK33 kinase inh
Cc1ccc(S(=O)(=O)Nc2cccc(C(=O)NCc3ccccn3)c2)cc1F	17	-3.7
CC1CCC(C(=O)NC(C(=O)NCCCN2CCOCC2)C(C)C)CC1 (stereo not drawn)	5	-3.5
CCC(Oc1ccccc1)C(=O)Nc1nc2c(s1)C(=O)CC(C)(C)C2 (stereo not drawn)	21	-0.3
Cc1c(C)n(C)c2ccc(C(=O)NCCCN3CCN(c4ccccc4F)CC3)cc12	17	-0.6
Cc1cccc(NC(=O)CCN2CC(C)CC(C)C2)c1 (stereo not drawn)	-1	-1.6

# Part of the list above, with tabs.
SMILES	OX1R antag	STK33 kinase inh
CC1CCC(C(=O)NC(C(=O)NCCCN2CCOCC2)C(C)C)CC1 (stereo not drawn)	5	-3.5
O=C(CN1C(=O)c2ccccc2S1(=O)=O)NCc1ccco1	15	-0.7
CCC(Oc1ccccc1)C(=O)Nc1nc2c(s1)C(=O)CC(C)(C)C2 (stereo not drawn)	21	-0.3
Cc1cccc(NC(=O)CCN2CC(C)CC(C)C2)c1 (stereo not drawn)	-1	-1.6

# Screening results (PubChem)
